# Screening results from PubChem.
# CHO parental Ca: counter-screen for OX1R antagonists: effect in parental CHO cells; parental CHO-K1, ATP-induced calcium, Fluo-8 fluorescence; inhibition, % at 5.6 µM; hit rate 0.63% among 330,000; AID 463079;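 active means inhibition above that plate's mean sample inhibition plus 3 SD, cut at about 26% in these data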;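 further: 0% = ATP-challenged DMSO wells and 100% = DMSO wells without ATP; some compounds past the cut are filed as inactive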
#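 Assay system: untransfected parental CHO cell line. Also added: ATP agonist challenge. Dosing: one dose, 5.6 µM nominal. Measured by: Fluo-8 fluorescence. Read-out: % inhibition. Benchmarks: ATP wells versus no-ATP DMSO wells. Repeats: no replicates.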
# V1aR counter: activates human V1a receptor in oxytocin agonist counter-screen; CHO-V1R cells, Fluo-8 calcium fluorescence, agonist mode; 0% DMSO, 100% 3 nM vasopressin; activation, % at 3 µM; hit rate 0.25% among 320,000;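 active means activation above the mean activation of all tested compounds plus 3 SD, per screening run, cut at about 20% in these data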;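 further: signal is peak over basal fluorescence ratio across a 100 second FLIPR read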
# Target sequence (P37288 whole entry, looked up): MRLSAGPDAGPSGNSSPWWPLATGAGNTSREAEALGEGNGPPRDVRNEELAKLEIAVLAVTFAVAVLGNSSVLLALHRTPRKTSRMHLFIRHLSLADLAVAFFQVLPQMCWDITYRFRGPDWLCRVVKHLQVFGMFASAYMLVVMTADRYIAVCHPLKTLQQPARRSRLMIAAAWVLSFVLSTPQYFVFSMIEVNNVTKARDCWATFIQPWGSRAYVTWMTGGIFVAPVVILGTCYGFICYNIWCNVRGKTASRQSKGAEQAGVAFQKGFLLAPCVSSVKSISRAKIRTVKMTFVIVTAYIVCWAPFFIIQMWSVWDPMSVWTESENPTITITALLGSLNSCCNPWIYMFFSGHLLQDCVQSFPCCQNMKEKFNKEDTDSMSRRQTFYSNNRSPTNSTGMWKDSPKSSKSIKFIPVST
# M1 PAM parental: counter-screen for M1 PAMs: effect in parental CHO-K1 cells; hit rate 0.02% among 360,000; activation, % at 3 µM; ATP EC20, Fluo-8 calcium fluorescence; 0% at ATP EC20, 100% at ATP max;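 active means activation above the run cutoff, the mean activation of all test compounds plus 3 SD, cut at about 40% in these data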;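 further: peak over basal fluorescence ratio in a 140 s read after ATP addition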
# CHO-K1 Ca antag: M1 antagonist counterscreen hit in parental CHO-K1 cells; ATP-induced calcium, Fluo-8 fluorescence; inhibition, % at 3 µM; hit rate 0.6% among 360,000; AID 602250;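 active means inhibition above a per-plate cutoff, the plate's mean sample inhibition plus 3 SD, cut at about 24% in these data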;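 further: 0% = DMSO plus EC80 ATP and 100% = DMSO alone without ATP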
# TAAR1 antag: human TAAR1 antagonism; inhibition, % at 3 µM; hit rate 1.5% among 360,000; Q96RJ0; CHO RD-HGA16 TAAR1, Fluo-8 calcium fluorescence, antagonist;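 active means inhibition above a per-plate cutoff, the mean inhibition of test compounds on that plate plus 3 SD, cut at about 49% in these data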;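 further: 0% = DMSO plus EC80 beta-PEA response and 100% = DMSO alone without agonist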
# Target sequence (Q96RJ0 whole entry, looked up): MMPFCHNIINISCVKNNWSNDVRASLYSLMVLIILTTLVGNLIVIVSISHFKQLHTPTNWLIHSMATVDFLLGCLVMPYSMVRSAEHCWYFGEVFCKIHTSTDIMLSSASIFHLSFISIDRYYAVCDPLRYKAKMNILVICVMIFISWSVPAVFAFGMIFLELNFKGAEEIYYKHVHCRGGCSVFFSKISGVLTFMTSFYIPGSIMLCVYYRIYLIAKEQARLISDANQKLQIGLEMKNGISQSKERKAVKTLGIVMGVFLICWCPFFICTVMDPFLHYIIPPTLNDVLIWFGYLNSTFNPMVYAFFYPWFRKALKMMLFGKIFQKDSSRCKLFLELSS
#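 Test system – hTAAR1-expressing CHO RD-HGA16 cells, Gα16-coupled · Also added – β-PEA at EC80 concentration, post-compound challenge · Compound – 3 µM, single point · Incubation – dye loading 75 min at 37 °C, then 30 min room temperature · Measured by – Fluo-8 intracellular calcium dye fluorescence, real-time kinetic reads · Benchmarks – vehicle and agonist controls · Replicates – singlicate, one well per test compound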
# CHO-K1 Ca ag: M1 agonist counterscreen hit in parental CHO-K1 cells. Fluo-8 calcium fluorescence; scaled to maximal ATP response, vehicle zero. activation, % at 3 µM. hit rate 0.48% among 360,000; in the data active means activation above about 15%;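 further: untransfected CHO-K1 host cells lacking M1 receptor as counterscreen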
# OXTR potentiator: human OXTR potentiation | CHO-OTR cells, Fluo-8 calcium fluorescence, potentiator mode; 0% = oxytocin EC15, 100% = EC100 | activation, % at 3 µM | hit rate 0.061% among 320,000 | AID 2445;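 active means activation above that plate's cutoff, the mean activation of tested compounds plus 3 SD, cut at about 6.6% in these data, passing the limit was not always enough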;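 further: 100% uses oxytocin at 75 nM as the full agonist control; some results filed as inactive read as strong as hits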
#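 System: human OTR in CHO cells / Also added: sub-maximal oxytocin, roughly EC15 / Control set: EC15 oxytocin low, 75 nM oxytocin high / Schedule: 6 min compound pre-incubation at room temperature, 100 s kinetic read / Compound: single-point 3.0 µM / Replication: singlicate / Technique: Fluo-8 calcium dye fluorescence / Read-out basis: % activation of max/min ratio relative to oxytocin controls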
# OXTR agonist: human OXTR agonism; P30559; CHO-OTR cells, Fluo-8 calcium fluorescence; normalized: DMSO 0%, oxytocin 100%; activation, % at 3 µM; hit rate 0.32% among 320,000;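 active means activation above the mean of all tested compounds plus 3 SD, cutoff set per screening run, cut at about 20% in these data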;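 further: peak over basal fluorescence ratio from a 100 s FLIPR kinetic read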
# GPR7 antagonist: blocks human GPR7 receptor signaling. inhibition, % at 4.4 µM. P48145. hit rate 1.1% among 290,000. GPR7-expressing cells, fluorescence antagonist assay; in the data active means inhibition above about 16%, passing the limit was not always enough;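 further: cells stimulated with the agonist NPW; 0% = agonist with vehicle and 100% = vehicle without agonist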
# Target sequence (P48145 whole entry, looked up): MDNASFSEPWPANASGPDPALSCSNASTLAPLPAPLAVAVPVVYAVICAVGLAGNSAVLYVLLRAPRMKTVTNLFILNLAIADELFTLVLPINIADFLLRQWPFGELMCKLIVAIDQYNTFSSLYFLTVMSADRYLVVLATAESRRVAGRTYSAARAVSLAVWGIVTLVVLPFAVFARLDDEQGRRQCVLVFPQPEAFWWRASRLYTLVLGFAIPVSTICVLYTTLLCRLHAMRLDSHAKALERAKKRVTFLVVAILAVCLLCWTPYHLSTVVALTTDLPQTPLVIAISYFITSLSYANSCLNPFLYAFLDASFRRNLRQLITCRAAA
# An asterisk follows results filed as active; / = no result given.
SMILES,CHO parental Ca,V1aR counter,M1 PAM parental,CHO-K1 Ca antag,TAAR1 antag,CHO-K1 Ca ag,OXTR potentiator,OXTR agonist,GPR7 antagonist
O=[N+]([O-])c1ccc(Cl)cc1NCCCN1CCOCC1,-4.2,0.8,10.7,9.8,4.4,-0.1,1.3,0.2,-4.4
CC1CC(C)CN(C(=O)C(C)N2CCN(S(=O)(=O)c3ccccc3F)CC2)C1 (stereo unspecified),-7.7,2.6,17.9,-7.2,0.8,0.2,0.0,0.7,/
CC(=O)N1CCc2cc(S(=O)(=O)Nc3ccc(C)cc3)ccc21,-15.4,11.8,18.6,-0.9,-4.6,10.8,-25.7,13.0,-3.6
CCC1=C(OC(=O)N(CC)CC)N2C(=O)OC(=NCCc3c[nH]c4ccccc34)[C@]2(Cc2ccccc2)[C@H]2C1=CC[C@H]1C(=O)N(c3ccccc3)C(=O)[C@H]12,-23.1,0.0,-1.0,1.9,5.3,-0.5,0.1,0.6,/
COc1ccc(-c2nn(-c3ccccc3)cc2/C=C2/SC(=S)N(CCC(=O)O)C2=O)cc1,-3.8,-0.4,11.6,-12.5,7.9,-0.8,-13.7,-0.5,-13.5
COC(=O)CC1C(=O)NCCN1C(=O)c1oc2c(C)c(C)ccc2c1C (stereo unspecified),/,/,14.3,-0.6,-12.4,0.7,/,/,/
Cc1cccc(C)c1NC(=O)C(c1ccccc1)N1CCN(c2ccc(F)cc2)CC1 (stereo unspecified),/,/,14.3,-16.4,0.3,0.2,/,/,/
Cc1csc(SCC(=O)Nc2sc3c(c2C#N)CCC3)n1,-5.2,-0.9,-3.8,11.7,4.9,0.1,-17.7,-1.0,-5.7
Cc1ccccc1NS(=O)(=O)c1ccc(C(=O)NN2CCCCC2)cc1,-1.4,1.7,-3.5,-6.7,-3.4,1.6,-1.7,1.4,-3.8
Cc1nnc2n1N=CC=C(c1ccccc1)S2,-9.3,0.3,19.1,-13.9,5.2,0.9,-5.8,-0.6,16.0
Cc1cc(OCC(=O)OCC(=O)N2CCc3ccccc32)ccc1Cl,-12.5,1.1,6.1,-14.3,16.8,1.9,-4.5,1.5,/
O=C(O)CC(NC(=O)CCC1CCCCC1)c1cc([N+](=O)[O-])ccc1Cl (stereo unspecified),-4.1,2.3,15.3,-8.2,-8.8,0.3,0.2,0.1,-18.7
O=C(Cc1cccs1)N1CCN(S(=O)(=O)c2ccc(F)c(F)c2)CC1,-13.1,1.0,0.7,-13.7,-6.5,1.6,-6.2,6.1,/
COc1cc(OC)cc(C(=O)Nc2cccc(NC(=O)c3ccccc3)c2)c1,-15.5,0.0,-7.7,-1.9,31.7,3.5,3.8,-1.8,-26.3
COc1ccccc1NS(=O)(=O)c1cccc(C(=O)NNC(=O)c2ccc(O)c(Cl)c2)c1,-20.4,0.8,18.6,-5.3,-15.4,0.5,5.2,0.9,/
O=C(c1cc(F)ccc1F)C1CCCN(C(=O)CCCN2CCCCC2=O)C1 (stereo unspecified),-15.7,0.0,18.1,-5.5,-9.1,1.3,-2.1,-0.6,-6.9
CN(C)S(=O)(=O)c1cccc(NC(=S)N/N=C/C(c2ccccc2)c2ccccc2)c1,-3.3,-0.1,0.1,3.0,5.3,0.1,-9.7,-1.4,-2.3
O=S(=O)(NC(=NC1CCCCC1)c1ccccc1)c1ccc(F)cc1,-9.8,-1.0,-9.9,-1.9,-15.0,-0.5,-6.7,-1.2,-5.0
Cc1ccc2nc(CSc3nnc(Cc4cccs4)n3C3CCCCC3)cc(=O)n2c1,-21.9,-0.5,3.2,-5.2,-14.4,0.8,-8.1,-1.1,0.8
O=C(CCCOc1ccc(Cl)cc1Cl)n1nnc2ccccc21,-4.4,0.5,12.3,-17.1,-7.5,0.1,-0.5,1.3,-4.2
CCCCNc1ncnc2c1cnn2-c1ccc(C)cc1C,-10.1,-0.4,-13.6,2.8,-30.4,1.1,-5.8,-0.8,-3.1
OCCNCC(O)Cn1ccc2ccccc21 (stereo unspecified),2.3,-0.9,15.9,1.0,17.2,0.2,-0.3,-0.4,-12.2
Cc1cc(N(C)C)nc(Nc2ccccc2)n1,-25.3,0.0,-1.1,-10.3,87.3*,1.2,-1.9,-0.2,/
O=C(NNS(=O)(=O)c1ccccc1)c1cnn(-c2ccccc2)c1-n1cccc1,-23.8,2.0,8.7,3.2,-5.6,5.8,-14.2,0.3,-13.7
CC(C)(C)c1cc(NS(=O)(=O)c2ccc(Br)s2)no1,14.8,0.0,0.8,1.5,-7.5,-0.3,-5.1,-0.7,-15.6
CCC(c1nnc(SCC(=O)Nc2cc(C)on2)o1)N(C)C (stereo unspecified),-13.3,0.6,-2.1,-5.1,-10.2,-0.2,-3.6,1.8,/
CC(=O)Nc1ccc(NC(=O)[C@@H](NC(=O)c2ccccc2F)C(C)C)cc1,-13.8,0.9,0.4,-11.6,-1.0,0.0,-4.0,-0.7,-8.0
CCC(=O)Nc1nc2ccc3nc(C)sc3c2s1,-6.8,-0.9,-0.4,0.6,-15.4,0.4,-4.8,-0.5,-0.3
CCCN1CCC(NC(=O)CC2C(=O)NCCN2Cc2ccccc2C)CC1 (stereo unspecified),-7.0,0.5,9.5,5.8,-18.1,0.5,-1.9,0.7,-15.2
Cc1ccccc1Nc1c(-c2ccncc2)nc2ccc(Cl)cn12,-6.5,-0.2,17.9,-18.6,-1.1,2.7,-3.0,-0.1,-17.0
COc1ccccc1NS(=O)(=O)c1cccc(C(=O)NC2CCN(Cc3ccccc3)CC2)c1,12.1,5.5,-4.7,2.7,/,11.7,-17.5,7.7,/
O=C1CN(c2nc3nonc3nc2N2CCCCC2)CCN1,0.7,0.4,-0.6,-6.1,-9.2,-0.6,-22.7,-0.1,-9.2
COc1ccc(NC(=O)CSc2nnc3ccc(-c4ccncc4)nn23)cc1OC,-7.3,-0.6,-12.3,-3.4,-8.8,0.8,-17.0,0.2,-2.3
COCCn1c(-c2cccs2)csc1=Nc1cccnc1,-13.1,1.2,13.4,-20.1,3.5,2.0,-0.6,1.3,-8.2
Cc1cc(NC(=O)CSCC(=O)Nc2ccccc2OC(F)F)no1,-6.5,0.3,21.0,-9.5,-3.6,4.0,-1.9,-0.2,/
CNC(=S)N(CCc1ccc(S(N)(=O)=O)cc1)C1CC(=O)N(c2ccccc2F)C1=O (stereo unspecified),-15.1,-0.2,9.4,-3.2,4.9,0.4,-2.9,0.2,9.5
COCCN(CCOC)S(=O)(=O)c1ccc(NC(=O)c2cnccn2)cc1,-5.0,0.2,19.7,-9.6,-16.4,0.1,-20.4,0.2,7.7
Cc1cccc(NC(=O)CSc2nnc(NC(=O)c3ccc(S(=O)(=O)N4CCOCC4)cc3)s2)c1C,-2.6,0.6,/,/,-1.1,/,-5.9,-1.2,-7.0
Cc1ccnc(N2CCC(C(=O)NNC(=O)c3ccccc3)CC2)n1,-7.7,0.4,4.9,-3.4,-16.4,8.7,0.4,-0.2,-1.1
COc1ccc(NC(=O)CSc2ncccc2C(=O)OC(C)C)cc1OC,17.9,8.2,-9.5,26.9*,9.7,8.6,-9.0,12.6,2.1
COCCN(C(=O)COC(=O)Cc1cccc(OC)c1)c1c(N)n(Cc2ccccc2)c(=O)[nH]c1=O,-5.4,-0.7,-6.7,10.7,9.7,0.3,-7.5,0.4,/
COC(=O)c1c(NC(=O)C2COc3ccccc3O2)sc2c1CCN(C(C)=O)C2 (stereo unspecified),-31.8,-0.3,16.0,0.7,7.5,4.2,-2.2,-1.3,-9.0
Cc1ccc(S(=O)(=O)N2CCN(C(=O)Cc3ccc(S(=O)(=O)N4CCOCC4)s3)CC2)cc1,-10.6,5.5,9.4,-9.1,-8.6,6.8,-8.1,2.0,-22.7
O=C(CN1C(=O)CCS(=O)(=O)c2ccccc21)Nc1cccc(Cl)c1,-1.9,3.9,14.8,-3.8,22.9,0.3,-16.1,4.7,-9.2
COc1cc(C2C(=O)c3ccccc3C2=O)ccc1O,1.2,1.6,4.2,-5.4,-3.9,1.7,-3.6,0.8,-11.0

# 5 compounds out of the list, arranged by formula weight, smallest number first:
SMILES,CHO parental Ca,V1aR counter,M1 PAM parental,CHO-K1 Ca antag,TAAR1 antag,CHO-K1 Ca ag,OXTR potentiator,OXTR agonist,GPR7 antagonist
COc1cc(C2C(=O)c3ccccc3C2=O)ccc1O,1.2,1.6,4.2,-5.4,-3.9,1.7,-3.6,0.8,-11.0
Cc1ccnc(N2CCC(C(=O)NNC(=O)c3ccccc3)CC2)n1,-7.7,0.4,4.9,-3.4,-16.4,8.7,0.4,-0.2,-1.1
Cc1cc(NC(=O)CSCC(=O)Nc2ccccc2OC(F)F)no1,-6.5,0.3,21.0,-9.5,-3.6,4.0,-1.9,-0.2,/
COc1ccc(NC(=O)CSc2nnc3ccc(-c4ccncc4)nn23)cc1OC,-7.3,-0.6,-12.3,-3.4,-8.8,0.8,-17.0,0.2,-2.3
CNC(=S)N(CCc1ccc(S(N)(=O)=O)cc1)C1CC(=O)N(c2ccccc2F)C1=O (stereo unspecified),-15.1,-0.2,9.4,-3.2,4.9,0.4,-2.9,0.2,9.5

# Entries from the list above that contain a COOH group (2):
SMILES,CHO parental Ca,V1aR counter,M1 PAM parental,CHO-K1 Ca antag,TAAR1 antag,CHO-K1 Ca ag,OXTR potentiator,OXTR agonist,GPR7 antagonist
COc1ccc(-c2nn(-c3ccccc3)cc2/C=C2/SC(=S)N(CCC(=O)O)C2=O)cc1,-3.8,-0.4,11.6,-12.5,7.9,-0.8,-13.7,-0.5,-13.5
O=C(O)CC(NC(=O)CCC1CCCCC1)c1cc([N+](=O)[O-])ccc1Cl (stereo unspecified),-4.1,2.3,15.3,-8.2,-8.8,0.3,0.2,0.1,-18.7

# Further structures
SMILES,CHO parental Ca,V1aR counter,M1 PAM parental,CHO-K1 Ca antag,TAAR1 antag,CHO-K1 Ca ag,OXTR potentiator,OXTR agonist,GPR7 antagonist
O=C(O)c1cc2c(ccc3ccccc32)[nH]1,2.1,-0.2,11.3,-11.1,-11.1,0.4,-0.2,0.5,-7.3
CC1=C(C#N)C(=O)NC(=O)/C1=C\c1ccc(-c2cc(C)c(C)cc2[N+](=O)[O-])o1,/,/,6.6,-5.0,-37.9,1.0,/,/,-5.9
COc1ccc(CCNC(=O)CCCn2nc(C)n3ccnc3c2=O)cc1OC,-3.4,0.1,-5.9,8.8,-14.6,3.6,-1.0,0.6,-7.1
COc1ccc(N2CCN(C(=O)COCC(=O)O)CC2)cc1,-26.5,0.8,18.3,-14.3,-8.7,1.2,-12.7,-0.1,-9.7
